FXIIa inh = human FXIIa protease inhibitors, primary screen, biochemical, 1536-well | inhibition, % at 5 µM | 220,000 compounds, 0.3% hits | Coagulation factor XII (Homo sapiens), P00748 | purified FXIIa, Boc-QGR-AMC fluorogenic substrate, 2 h; in the data active = inhibition above about 40%;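 note: 0% = enzyme with no compound and 100% = blank without enzyme; many of its hits are not listed in these tables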
Wee1 degr inh = Wee1 degradation inhibitors, primary screen, cell-based, HeLa, Wee1K328M-luciferase, luminescence | Wee1-like protein kinase (Homo sapiens), P30291 | HeLa Luc-Wee1K328M stability; 100% = proteasome inhibitor MG132 effect | reporter increase, % at 5 µM | 220,000 compounds, 1.2% hits | AID 1321, 2008;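 active = activation above the mean of all tested compounds plus 3 SD, set per screening run, cut at about 8.8% in these data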;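 note: cells exposed to compound for 20 h before luminescence read; 0% = DMSO alone and 100% = MG132 at 30 µM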
Target sequence (P30291 whole entry K328M): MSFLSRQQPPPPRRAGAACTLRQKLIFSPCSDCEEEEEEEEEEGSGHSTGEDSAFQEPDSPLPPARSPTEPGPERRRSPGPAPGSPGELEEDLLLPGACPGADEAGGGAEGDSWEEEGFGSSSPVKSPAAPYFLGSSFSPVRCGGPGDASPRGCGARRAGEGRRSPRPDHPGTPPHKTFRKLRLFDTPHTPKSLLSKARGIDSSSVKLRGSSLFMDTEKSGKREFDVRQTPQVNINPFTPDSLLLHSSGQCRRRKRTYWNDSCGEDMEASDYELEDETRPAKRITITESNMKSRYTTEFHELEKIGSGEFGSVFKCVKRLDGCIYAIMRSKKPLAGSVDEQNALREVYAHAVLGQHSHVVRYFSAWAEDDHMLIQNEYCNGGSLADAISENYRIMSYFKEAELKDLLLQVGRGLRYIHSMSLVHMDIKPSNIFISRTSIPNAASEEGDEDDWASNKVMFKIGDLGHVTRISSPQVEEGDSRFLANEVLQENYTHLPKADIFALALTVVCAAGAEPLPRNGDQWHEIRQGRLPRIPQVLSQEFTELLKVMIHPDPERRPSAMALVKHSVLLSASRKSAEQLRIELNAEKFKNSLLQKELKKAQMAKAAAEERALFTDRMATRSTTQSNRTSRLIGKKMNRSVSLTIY
PGE2 EP2 inh = human EP2 receptor antagonists, primary screen, TR-FRET cAMP, C6 glioma cells; Prostaglandin E2 receptor EP2 subtype (Homo sapiens), P43116; C6 glioma cells expressing human EP2; cells stimulated with saturating PGE2; inhibition, % at 25 µM; 260,000 compounds, 0.52% hits; AID 1422, 2008;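 active = percent inhibition above 40 after rounding to a whole number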;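 note: rat C6 glioma host cells with rolipram phosphodiesterase inhibitor present; the protocol text gives 20 µM as final concentration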
Target sequence (P43116 whole entry, looked up): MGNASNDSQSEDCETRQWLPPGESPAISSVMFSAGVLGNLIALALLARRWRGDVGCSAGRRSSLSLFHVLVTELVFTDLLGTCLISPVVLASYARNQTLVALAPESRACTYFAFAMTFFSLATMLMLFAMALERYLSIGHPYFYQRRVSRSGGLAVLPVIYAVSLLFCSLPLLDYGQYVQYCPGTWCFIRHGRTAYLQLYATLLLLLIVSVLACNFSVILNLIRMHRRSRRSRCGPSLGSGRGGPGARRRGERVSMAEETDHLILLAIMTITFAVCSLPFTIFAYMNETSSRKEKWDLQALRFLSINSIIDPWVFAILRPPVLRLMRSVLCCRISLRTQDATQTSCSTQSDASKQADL
FXIa inh 1536 = human FXIa protease inhibitors, primary screen, biochemical, 1536-well. Coagulation factor XI (Homo sapiens), P03951. purified FXIa, Boc-Glu-Ala-Arg-AMC fluorogenic substrate. inhibition, % at 5 µM. 220,000 compounds, 0.14% hits. AID 798, 2007;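 active = inhibition of at least 40%; inactive = inhibition below 40%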;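 note: fluorescence of freed AMC excited at 355 nm; 0% = enzyme without compound and 100% = no enzyme blank; many of its hits are not listed in these tables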
zVAD death inh = inhibitors of zVAD-triggered necroptosis, primary screen, L929 cells | viability rescue, % at 10 µM | L929 zVAD necroptosis rescue, ATP luminescence, 24 h; with zVAD 60 µM | 220,000 compounds, 0.38% hits;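 active = activation, scaled between plate controls, above about 75%, limit read from the data; inactive = activation under that limit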;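 note: 0% = zVAD with DMSO and 100% = DMSO alone without zVAD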
Tb hexokinase = Trypanosoma brucei hexokinase 1 inhibitors, primary screen, biochemical, G6PDH-coupled NADH absorbance, MLSCN library | hexokinase 1 [Trypanosoma brucei] | recombinant TbHK1, G6PDH-coupled NADH A340 | inhibition, % at 10 µM | 220,000 compounds, 0.11% hits;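 active = inhibition of 50% or more in the single-dose primary screen; inactive = inhibition below 50%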
TNF death inh = inhibitors of TNF-alpha triggered necroptosis, primary screen, cell-based, Jurkat FADD-/-, single concentration; Jurkat FADD-/- TNF necroptosis rescue, ATP luminescence, 24 h; 0 = TNF only, 100 = no-TNF cells; activation (protection from cell death), % at 10 µM; 220,000 compounds, 0.068% hits; AID 463075, 2010;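 active = activation, meaning protection from cell death, of at least 50% relative to plate controls; inactive = activation below 50%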;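 note: necroptosis triggered by 40 ng/mL TNF-alpha added together with compound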
CHOP inhibitor = inhibitors of CHOP promoter induction, primary screen, cell-based, unfolded protein response, luciferase reporter. CHO-K1 CHOP-promoter luciferase, tunicamycin-induced, 15-18 h. inhibition, % at 10 µM. 220,000 compounds, 3.8% hits. AID 2732, 2010;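 active = compounds that reduced the stress-induced luciferase reporter signal by more than about 70% of percent inhibition, limit read from the data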;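 note: 0% = tunicamycin plus vehicle and 100% = wells without tunicamycin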
PPC-1+TRAIL kill = compounds killing PPC-1 cancer cells with TRAIL present, primary screen, TRAIL potentiator project, ATPLite luminescence, uHTS; cell killing (% activity), % at 4 µM; 220,000 compounds, 0.41% hits; PPC-1 cells + TRAIL, ATPLite viability luminescence; AID 1443, 2008;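 active = cell killing above 50% in the first pass at 4 µM, then a duplicate retest at 5 µM averaging 50% or more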;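 note: plate controls were cells with TRAIL plus DMSO for no effect and medium-only wells lacking cells for full effect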
An asterisk follows results filed as active; . = no result given; & = joins results of further samples. Some of the compounds tested; the hit share may differ from the screen's.

The line under a structure holds: FXIIa inh, Wee1 degr inh, PGE2 EP2 inh, FXIa inh 1536, zVAD death inh, Tb hexokinase, TNF death inh, CHOP inhibitor, PPC-1+TRAIL kill
> O=C(Nc1ccc2c(c1)CCC2)c1ccc(Br)s1
    3, 5, 8, -5, 31, -1, 3.1, 7, 31
> CCOc1ccc(NC(=O)CSc2nccn2C)cc1
    4, 0, 12, 1, -0.3, 1, 0.6, -13, -2
> Cc1ccc(-n2ncc3c(NNC(=O)Cc4ccccc4)ncnc32)cc1
    2, 4, 4, 4, 0.8, -2, 3.1, 5, 22
> COc1ccc(C(=O)Oc2cccnc2)cc1OC
    14, -2, 8, -4, 0.4, -3, -0.3, 21, 13
> Cc1ccc(OCC(=O)N2c3ccccc3CC2C)c([N+](=O)[O-])n1 (stereo not given)
    10, 0, 12, 1, 3.6, -2, 2.0, 13, -7
> CCOc1ccc(-c2noc(COC)n2)cc1OC
    4, -1, 6, 1, -0.6, 0, -1.1, -11, 13
> COc1ccc(CNc2oc(COc3ccccc3Cl)nc2C#N)cc1
    14, -1, 11, 2, 0.4, 3, 0.6, 40, -2
> O=c1cc(CO)occ1OCc1cccc(C(F)(F)F)c1
    9, 1, 9, 4, 0.0, -3, -2.8, 59, 21
> COc1ccc(NC(=O)Cc2ccc(Cl)c(Cl)c2)cn1
    -2, 0, 7, -25, 2.8, -7, 5.1, 31, 15
> COc1ccc(NC2=NCC(=O)N2c2ccccc2F)c(OC)c1
    3, -2, 12, -4, 0.1, 1, -2.6, 3, -11
> Cn1cc(/C=C/C(=O)N2CCCC(C(=O)c3ccc(C(F)(F)F)cc3)C2)cn1 (stereo not given)
    12, 0, 4, 2, 0.1, -10, 0.7, 42, -14
> C=C(C)Cn1c(-c2ccccc2)nc2ccccc21
    13, 7, 3, 2, 1.1, 3, 0.2, 5, -14
> Cc1nc(NCc2ccccc2)[nH]c(=O)c1CCC(C)C
    4, 3, 8, -17, 1.2, 14, 2.2, 76*, 29
> O=C(CN(Cc1ccco1)C(=O)CNS(=O)(=O)c1ccccc1)NCc1ccccc1
    8, -1, 18, 5, -0.2, -5, -1.4, -4, -1
> CC1CCN(S(=O)(=O)c2ccc3[nH]cc(C(=O)NCCN4CCOCC4)c(=O)c3c2)CC1
    13, 2, ., 13, 0.1, -80, 0.7, -34, 21

(next part)
The line under a structure holds: FXIIa inh, Wee1 degr inh, PGE2 EP2 inh, FXIa inh 1536, zVAD death inh, Tb hexokinase, TNF death inh, CHOP inhibitor, PPC-1+TRAIL kill
> COc1ccc(C(=O)/C=C/c2ccccc2F)c(OC(=O)c2ccc([N+](=O)[O-])cc2)c1
    24, -1, 15, 11, -0.7, -16, -4.0, -23, 2
> COc1ccc(C(CC(=O)N2CCOCC2)C(C)C)cc1 (stereo not given)
    17, -1, 19, 15, 1.3, 0, 0.2, 5, .
> O=C(Nc1ccccc1)c1ccccc1C(=O)N1CCCCC1
    -7, -4, 3, -3, 0.6, -2, 0.8, 25, -5
> COc1ccc(NC(=O)C(NC(C)=O)C(=O)NCc2ccc(F)cc2)cc1 (stereo not given)
    22, -1, 12, 9, 0.2, 3, -2.3, -4, 8
> O=C(Nc1ncn[nH]1)c1ccccc1O
    7, -1, 6, 2, 0.9, -21, 0.2, 21, 2
> COc1ccccc1Nc1ccc(C(=O)NC2CCCCC2)cn1
    -6, 5, 9, 2, 2.4, -8, -0.9, 39, 14
> CCCCOc1ccccc1C(=O)NCC(=O)O
    -1, 0, 11, -11, 2.3, 1, 1.4, -2, 0
> CCCn1nc2cc(C(=O)NC3CCCc4ccccc43)ccc2c1OCC (stereo not given)
    9, -1, 8, -3, 1.3, 2, -1.4, 15, 4
> O=c1oc2ccccc2n1Cc1ccccc1
    6, 1, 8, -1, 0.5, -3, 0.3, 25, 17
> Cc1cc(C)c(NC(=S)N(CCCN2CCN(C)CC2)Cc2cccs2)c(C)c1
    -1, 2, 5, -8, -0.8, 0, 1.5, 14, 13
> COc1ccc(C(=O)C2CN(c3ccccc3)CC2c2ccc(Cl)cc2)cc1 (stereo not given)
    9, 0, 4, 3, 0.1, -1, -2.0, 21, -15
> O=C(CC1C(=O)NCCN1C(=O)Nc1ccccc1)Nc1cccc(Cl)c1 (stereo not given)
    -2, 0, 3, -5, 0.5, 0, 2.5, 7, 6
> Cn1c2ccccc2c2n[nH]c(=O)nc21
    12, -4, 5, 5, -1.0, -4, 0.5, -13, 8
> CN1CCN(C(=S)C(=O)NCc2ccccc2)CC1
    10, 1, 8, 9, 7.7, -7, 0.3, -10, 4
> O=C(c1ccc([N+](=O)[O-])cc1)N1CCOC12CCN(c1ncc(C(F)(F)F)cc1Cl)CC2
    8, 1, -3, -4, -0.6, -7, -2.4, 48, 8

A different layout for part of the listing above:
compound | FXIIa inh | Wee1 degr inh | PGE2 EP2 inh | FXIa inh 1536 | zVAD death inh | Tb hexokinase | TNF death inh | CHOP inhibitor | PPC-1+TRAIL kill
CCCCOc1ccccc1C(=O)NCC(=O)O | -1 | 0 | 11 | -11 | 2.3 | 1 | 1.4 | -2 | 0
O=C(Nc1ncn[nH]1)c1ccccc1O | 7 | -1 | 6 | 2 | 0.9 | -21 | 0.2 | 21 | 2
COc1ccc(C(=O)Oc2cccnc2)cc1OC | 14 | -2 | 8 | -4 | 0.4 | -3 | -0.3 | 21 | 13
COc1ccccc1Nc1ccc(C(=O)NC2CCCCC2)cn1 | -6 | 5 | 9 | 2 | 2.4 | -8 | -0.9 | 39 | 14
O=C(Nc1ccccc1)c1ccccc1C(=O)N1CCCCC1 | -7 | -4 | 3 | -3 | 0.6 | -2 | 0.8 | 25 | -5
Cc1ccc(-n2ncc3c(NNC(=O)Cc4ccccc4)ncnc32)cc1 | 2 | 4 | 4 | 4 | 0.8 | -2 | 3.1 | 5 | 22

Further structures.
The line under a structure holds: FXIIa inh, Wee1 degr inh, PGE2 EP2 inh, FXIa inh 1536, zVAD death inh, Tb hexokinase, TNF death inh, CHOP inhibitor, PPC-1+TRAIL kill
> CNc1cc(N2CCCCCC2)ccc1[N+](=O)[O-]
    14, -1, 3, 10, 1.1, 3, -3.0, 34, 26
> COCCNC(=O)NC(=O)COC(=O)C12CC3CC(CC(NC(C)=O)(C3)C1)C2
    15, 1, 7, 4, 3.2, 4, 1.0, 3, 22
> CCNC(=S)NNC(=O)c1nn(C)c(C)c1Cl
    7, 2, 6, 4, 0.1, -3, 0.9, -19, 6
> Cn1ncc([N+](=O)[O-])c1C(=O)Nc1ccn(Cc2ccccc2F)n1
    8, -1, 8, -5, 0.2, 1, 10, -5, -13
> N#Cc1ccc(NCCc2ccccn2)c([N+](=O)[O-])c1
    -1, 1, 8, 1, 0.0, -9, -2.2, 4, 24
> CC(=O)Nc1ccc(NC(=O)CCn2c(=S)oc3ccccc32)cc1
    49*, 2, 11, 26, 1.1, -1, 0.2, 13, 21
> Cn1nc(C(=O)Nc2nc3ccccc3[nH]2)ccc1=O
    9, 3, 5, 1, -1.2, -14, -1.9, -7, 2
> OCCNc1nc(NCCC2=CCCCC2)nc(N2CCOCC2)n1
    9, -3, 12, -8, 0.1, -1, -0.8, 37, -5
> CCOc1ccc(CN(C)CC(=O)Nc2ccc(N3CCOCC3)cc2)cc1OC
    8, -1, 3, 4, 0.0, -10, 1.7, 6, 25
> O=C(Cn1cnc2ccc(Br)cc2c1=O)c1cccs1
    -2, -2, 18, 1, 0.7, -5, 74*, 30, -7
> COc1cccc(C(=O)NCCN2C(=O)S/C(=C/c3cccs3)C2=O)c1OC
    ., 0, 1, -1, 2.9, -7, 0.0, 11, -1
> COc1ccc(-c2csc(N3CCOCC3)n2)cc1OC
    21, 0, 13, 2, -0.1, 9, -1.9, 2, 29
> c1ccc(CN2CCCC3(CCCN(Cc4nc(CC5CC5)no4)C3)C2)cc1 (stereo not given)
    12, 0, 2, 6, -0.9, 4, -0.9, 32, -6
> CS(=O)(=O)c1ccc(Cl)c(NC(=O)COC(=O)c2c(Cl)cccc2Cl)c1
    -11, -1, 8, -8, 0.5, -4, 1.6, 24, -13
> O=C1CN(c2nc3ccccc3n3cnnc23)CC(=O)N1CCc1ccccc1
    12, -2, 11, 5, 0.3, -5, 1.0, 24, 1

Following part:
The line under a structure holds: FXIIa inh, Wee1 degr inh, PGE2 EP2 inh, FXIa inh 1536, zVAD death inh, Tb hexokinase, TNF death inh, CHOP inhibitor, PPC-1+TRAIL kill
> CCOc1ccc(NS(=O)(=O)c2ccc(NC(=S)NC(=O)CC(C)C)cc2)cc1
    3, 4, 15, -14, -0.8, 19, 0.9, 92*, -4
> COc1cc(OC)nc(S(C)(=O)=O)n1
    11, -1, 4, 5, -0.6, 6, 5.0, -18, 24
> Cc1ccc(NC(=O)COC(=O)C2CC3C=CC2C3)cc1S(=O)(=O)N1CCCCC1 (stereo not given)
    -7, -3, 5, -8, 0.6, -4, 2.0, 63, 14
> CCCC(OC(=O)CC1Sc2ccccc2NC1=O)C(=O)NCc1ccco1 (stereo not given)
    23, 0, 5&8, 14, 0.3, 0, -0.6, 18, -2
> Cc1ccc(C(=O)NCCN2CCCC2)cc1
    14, -1, 10, 7, 0.7, 8, -0.6, -9, -3
> CC12CC(c3ccccc3O1)N(C(=O)c1ccco1)C(=O)N2c1ccccc1 (stereo not given)
    12, -1, 10, 1, -1.3, 3, -1.2, 4, 14
> CCOC(=O)c1c(-c2ccc(OC)cc2)csc1/N=C/N(C)C
    5, 1, 1, -3, 1.2, -18, 2.3, -5, 29
> CC(C)c1ccc(C(=O)Nc2ccc(N3CCOCC3)cc2)cc1
    -4, 0, 3, -11, ., 0, 0.5, -10, 25
> COc1ccc(N/C(C)=C2/C(=O)C(=O)N(CCO)C2c2ccc(Br)cc2)cc1 (stereo not given)
    14, -2, 8, 7, 1.2, -26, -0.8, 25, 1
> Cc1cccc(N2CCCC2=Nc2ccc(Br)cc2C#N)c1
    -1, -1, 8, -10, 0.3, -1, -4.0, 4, 8
> CC(=O)N1CCN(C(=O)c2ccc(-n3c(C)ccc3C)cc2)CC1
    8, 1, 5, 3, -0.3, -8, -1.3, -25, 3
> COC(=O)c1ccc(C(=O)OC)c(NC(=O)CCC(=O)O)c1
    14, -5, 8, 2, 0.9, -1, -0.1, -14, 3
> Cc1cc(=O)[nH]c(SCC(=O)C23CC4CC(CC(C4)C2)C3)c1C#N
    5, -1, 9, 6, -0.3, 15, -9.3, -2, 1
> CCOC(=O)c1cnc2nc(Cc3ccccc3)[nH]n2c1=O
    7, -3, 2, 5, 0.8, 8, 0.5, -9, -9
> COc1cc(C2C3=C(CC(C)(C)CC3=O)OC(N)=C2[N+](=O)[O-])ccc1O (stereo not given)
    7, 0, 2, -7, 0.3, -3, 0.1, -10, 8
> O=C(Nc1cccc(S(=O)(=O)Nc2ccc(Cl)cc2)c1)c1ccc[n+]([O-])c1
    1, 0, 6, -6, 1.1, 3, 0.7, 8, 18
> CC(C)n1cnc2cc(NCc3ccco3)ccc21
    14, 0, 6, 4, 1.9, 1, 0.4, 11, 12

Screening results deposited in PubChem by several laboratories.
